TrxR1 substrate: qHTS Assay for Substrates of Mammalian Selenoprotein Thioredoxin Reductase 1 (TrxR1): qHTS; AID 588456, 2011; Potency, µM (series often up to 114 µM), for inactives: top-dose activity change, negative = substrate turnover; purified TrxR1 substrate turnover, NADPH consumption readout; Thioredoxin reductase 1, cytoplasmic (Rattus norvegicus), O89049; hit rate 0.01% among 390,000; also: % is scaled to controls: 0 for no effect and ±100 for the full control effect; nearly all actives have a fitted effect of over 50% in size
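Rat TrxR1, dispensed at 90 nM, was prereduced with 400 uM NADPH (final) for 5 min at ~22 deg C, then incubated with compound 15 min before 400 uM selenite. A first-read NADPH fluorescence drop versus no-compound background flagged substrates.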
Vif-A3F inh: qHTS for Inhibitors of Vif-A3F Interactions: qHTS. HeLa A3F-eYFP + Vif (tagged APOBEC3F with the HIV-1 protein that degrades it), YFP fluorescence increase. Potency, µM (top dose mostly 46.1 µM), for inactives: at the top dose activity, negative = active. hit rate 0.2% among 390,000; also: % of control where 0% means no effect; nearly all actives have a fitted effect of over 65% in size
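HeLa cells stably expressing Vif plus C-terminally eYFP-tagged A3F were seeded, incubated overnight at 37 deg C, dosed with compound, incubated overnight again at 37 deg C. Yellow fluorescence (Ex 488/Em 500-530) reported blocked Vif-mediated A3F-eYFP degradation.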
12-LOX inh: Primary qHTS assay for inhibitors of human arachidonate 12S-lipoxygenase (ALOX12): Round 2; Polyunsaturated fatty acid lipoxygenase ALOX12 (Homo sapiens), P18054; purified 12hLO, xylenol orange hydroperoxide absorbance; Potency, µM (series often up to 108 µM), without a hit: at the highest dose activity change, negative = inhibition, most hits filed as inhibitors; hit rate 1.1% among 580,000; also: % is scaled to controls: 0 for no effect and ±100 for the full control effect
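Hydroperoxide product was detected by ferrous iron/xylenol orange as the 573 to 405 nm absorbance ratio. Arachidonic acid at 40 uM (final) was turned over for 30 min at room temperature by 150 nM human 12hLO, pH 7.0 Hepes buffer, after 15 min compound preincubation.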
RGS4 inhibitor: Inhibitors of Regulator of G Protein Signaling (RGS) 4: qHTS; Potency, µM (highest dose often 114 µM), for inactives: at the top dose activity change, negative = inhibition, actives largely listed as inhibitors; Regulator of G-protein signaling 4 (Homo sapiens), P49798; Transcreener GDP fluorescence polarization, RGS4-accelerated GTP hydrolysis; AID 504845, 2011; hit rate 0.039% among 390,000; also: % is scaled to controls: 0 for no effect and ±100 for the full control effect; nearly all actives have a fitted effect of over 75% in size; some results filed as inactive show a strong effect at the top dose
Target sequence (P49798 whole entry, looked up): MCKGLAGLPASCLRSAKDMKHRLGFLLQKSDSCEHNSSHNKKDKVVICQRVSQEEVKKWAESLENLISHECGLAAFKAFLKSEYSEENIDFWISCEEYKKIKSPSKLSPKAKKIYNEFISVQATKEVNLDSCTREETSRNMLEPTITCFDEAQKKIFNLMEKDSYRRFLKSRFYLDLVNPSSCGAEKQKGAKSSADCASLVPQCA
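MLSMR compounds (23 nl, pin-transferred) preincubated 10 min at room temperature with a 500nM (2x) first reagent, then RGS4 at 900nM (2x) plus Transcreener GDP mix added; fluorescence polarization (620/688 nm) read before and after 90 min at 30 °C.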
TrxR1 inh: qHTS Assay for Inhibitors of Mammalian Selenoprotein Thioredoxin Reductase 1 (TrxR1): qHTS | Thioredoxin reductase 1, cytoplasmic (Rattus norvegicus), O89049 | recombinant rTrxR1, NADPH fluorescence consumption, selenite substrate | Potency, µM (series often up to 114 µM), without a hit: at the highest dose activity change, negative = inhibition, most hits filed as inhibitors | hit rate 1% among 390,000 | AID 588453, 2011; also: % is scaled to controls: 0 for no effect and ±100 for the full control effect; nearly all actives have a fitted effect of over 65% in size
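Rat TrxR1 (90 nM in the dispensed reagent) was pre-reduced with 400 uM NADPH for 5 min at room temperature, then incubated with compound for 15 min. After 400 uM selenite was added, NADPH fluorescence (Ex 340/Em 450 nm) was followed for 8 min.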
USP1-UAF1 inh: Inhibitors of USP1/UAF1: Primary Screen; recombinant USP1/UAF1, Ub-Rhodamine cleavage fluorescence; Ubiquitin carboxyl-terminal hydrolase 1 (Homo sapiens), O94782; Potency, µM (series often up to 57.1 µM), without a hit: at the top dose activity change, negative = inhibition, usual class: inhibitors; hit rate 0.23% among 390,000; also: % is scaled to controls: 0 for no effect and ±100 for the full control effect; nearly all actives have a fitted effect of over 60% in size; inactives centre near -12
Target sequence (O94782 whole entry, looked up): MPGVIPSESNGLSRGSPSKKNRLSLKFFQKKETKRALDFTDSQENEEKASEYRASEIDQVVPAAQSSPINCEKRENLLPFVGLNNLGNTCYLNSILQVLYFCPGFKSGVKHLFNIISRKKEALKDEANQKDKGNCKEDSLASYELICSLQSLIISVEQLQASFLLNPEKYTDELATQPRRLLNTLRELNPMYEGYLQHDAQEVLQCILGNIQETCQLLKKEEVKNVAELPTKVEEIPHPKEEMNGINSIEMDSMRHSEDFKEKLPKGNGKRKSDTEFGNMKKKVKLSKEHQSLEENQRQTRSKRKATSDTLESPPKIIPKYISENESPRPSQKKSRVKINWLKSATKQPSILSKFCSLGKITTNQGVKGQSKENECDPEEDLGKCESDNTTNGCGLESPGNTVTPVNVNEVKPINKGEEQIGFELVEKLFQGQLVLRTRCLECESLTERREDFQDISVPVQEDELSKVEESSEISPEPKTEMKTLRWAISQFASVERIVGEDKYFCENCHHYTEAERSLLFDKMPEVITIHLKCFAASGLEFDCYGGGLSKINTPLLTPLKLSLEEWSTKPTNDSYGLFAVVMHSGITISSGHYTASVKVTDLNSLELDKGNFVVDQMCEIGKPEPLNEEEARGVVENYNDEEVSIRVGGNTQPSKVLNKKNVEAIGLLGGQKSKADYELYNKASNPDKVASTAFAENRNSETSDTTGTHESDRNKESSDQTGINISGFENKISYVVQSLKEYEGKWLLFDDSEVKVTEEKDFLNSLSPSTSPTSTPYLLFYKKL
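Step one: compound is pinned into 1nM USP1/UAF1 in HEPES pH 7.8 buffer with TCEP. Step two: 15 min room-temperature incubation. Step three: Ub-Rho (150nM final) starts cleavage, tracked by fluorescence over six one-minute reads.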
RXFP1 agonist: qHTS Assay for Agonists of the Relaxin Receptor RXFP1 | Relaxin receptor 1 (Homo sapiens), Q9HBX9 | HEK293T-RXFP1 cAMP TR-FRET, 30 min; response scale: percent of porcine relaxin response, buffer zero | Potency, µM (series often up to 57.5 µM), for inactives: top-dose activation, usual class: activators | hit rate 0.3% among 370,000 | AID 2676, 2010; also: % is scaled to controls: 0 for no effect and ±100 for the full control effect; nearly all actives have a fitted effect of over 60% in size; many of its hits are not listed in these tables
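HEK293T cells stably expressing RXFP1 were pretreated with the PDE4 inhibitor Ro 20174, exposed to compounds for 30 min at 37C, lysed, and cAMP was read by TR-FRET. Data normalized to buffer (basal) and 29 nM porcine relaxin (100%).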
Vif-A3G inh: qHTS for Inhibitors of Vif-A3G Interactions: qHTS. AID 602310, 2012. HeLa A3G-eYFP + Vif (tagged APOBEC3G with the HIV-1 protein that degrades it), YFP fluorescence, overnight. hit rate 0.076% among 410,000. DNA dC->dU-editing enzyme APOBEC-3G (Homo sapiens), Q9HC16. Potency, µM (titrated, usually from 46.1 µM), for inactives: at the top dose activity, negative = active, usual class: inhibitors;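 also: % is scaled to controls: 0 for no effect and ±100 for the full control effect; nearly all actives have a fitted effect of over 60% in size; hits raise eYFP signal because A3G escapes Vif-driven loss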
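Read-out is eYFP fluorescence (Ex 488/Em 500-530) from Vif-expressing HeLa A3G-eYFP cells; more signal means A3G escaped Vif-mediated degradation. Cells plated overnight, compound pinned in, incubated overnight at 37 deg C.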
IDH1 R132H inh: qHTS for Inhibitors of mutant isocitrate dehydrogenase 1 (IDH1): qHTS; Isocitrate dehydrogenase [NADP] cytoplasmic (Homo sapiens), O75874; IDH1-R132H enzyme, NADPH consumption, diaphorase/resazurin fluorescence; Potency, µM (highest dose often 76.6 µM), for inactives: at the highest dose activity change, negative = inhibition, usual class: inhibitors; hit rate 0.093% among 390,000; AID 602179, 2012; also: % is scaled to controls: 0 for no effect and ±100 for the full control effect; nearly all actives have a fitted effect of over 65% in size
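IDH1-R132H (0.5 ug/mL) preincubated 30 min with compound, then NADPH (0.016 mM) and alpha-KG (2 mM) added; 80 min at RT, pH 7.5. Remaining NADPH coupled via diaphorase/resazurin to fluorescence (540/590 nm); concentration-response curves normalized to no-enzyme control.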
* marks the source's active call; other numbers are inactive results; u = inconclusive; x = no result given; & = joins results of further samples; [ ] = remark or other dose. Calls follow the shape of the dose curve; as a rule, active = well fitted curve in the direction sought with a large enough effect; inconclusive = small, poorly fitted or top-dose-only effect, or another doubt; inactive = no such curve, though single readings can be large; an effect the other way counts as inactive or inconclusive. Potency is read from the fitted curve at half-maximal effect.

SMILES	TrxR1 substrate	Vif-A3F inh	12-LOX inh	RGS4 inhibitor	TrxR1 inh	USP1-UAF1 inh	RXFP1 agonist	Vif-A3G inh	IDH1 R132H inh
CC1CCN(C(=O)Cn2c(=O)n(CC3CCC(C(=O)NC(C)C)CC3)c(=O)c3sccc32)CC1 (stereo not given)	5%[57.1 µM]	9%	-5%	0%	17%[57.1 µM]	-14%	0.7%	1%	-10%
CCC(C)NC(=O)c1cc(C)no1 (stereo not given)	-11%	-9%	0%	-14%[56.9 µM]	-6%	-3%	-3.2%	2%	9%
CCOC(=O)C1=NN(c2cccc(C)c2)C2(S1)SC(C(C)=O)=C(C)N2c1ccccc1 (stereo not given)	-8%	-6%	0%	33%	-7%	-15%	-0.7%	-1%	-2%
Cc1ccc(C)c(-c2[nH]c3c(c2-c2c(-n4cccc4)n(C)c(=O)[nH]c2=O)c(=O)[nH]c(=O)n3C)c1	-5%	1%	u	0%	6%	-21%	0.5%	-4%	0%
COc1cccc(CNC(=O)Cc2c(C)c3cc4c(C)coc4cc3oc2=O)c1	1%	12%	-22%	15%	-3%	-19%	6.8%	1%	-15%
Cc1ccccc1OCc1nnc2n1CC(C)S2 (stereo not given)	4%	4%	3%[57.4 µM]	-36%	15%	u	1.2%	-4%	-7%
CC(C)C[C@H](NC(=O)c1nc[nH]c1C(=O)NCc1ccc(CNC(=O)OC(C)(C)C)cc1)C(=O)OCc1ccccc1	-4%	2%	6%	-15%	16%[57.1 µM]	-19%	4.4%	-9%	-1%
Cn1c(-c2ccsc2)c(-c2cccs2)c2cc(Br)ccc21	13%	-1%	-25%	-5%	13%[57.1 µM]	u	-1.0%	-2%	-9%
Cc1cccc2nc(CSc3nnc(N)s3)cn12	3%[57.1 µM]	6%	5%	3%	18%[57.1 µM]	-7%	0.7%	0%	-3%
COc1ccc(S(=O)(=O)N(CC(=O)Nc2cccc(C)c2)c2ccc(C)cc2)cc1OC	-1%[57.1 µM]	-5%	0%	-3%	7%[57.1 µM]	u	2.0%	-4%	-3%
CCN1C(=O)[C@@H]2[C@H](C1=O)[C@@H]1CC(C(=O)OC)=C[C@@H](C(=O)OC)C3C1=C(C(=O)C3(CC)CC)[C@@H]2C (stereo not given in full)	-1%&-5%	-1%	-22%	-33%&-7%	-3%&-6%	-35%	x	0%&1%	-1%[38.3 µM]
CCC1=C(OC(=O)N(CC)CC)N2C(=O)OC(=NCC(=O)OC)[C@]2(C)[C@H]2C1=CC[C@H]1C(=O)NC(=O)[C@H]12	-4%[57.1 µM]	2%	0%	-11%	14%[57.1 µM]	-21%	0.0%	0%	10%
COc1cccc(-n2cc(CNC(=O)C3CCC(=O)N(C4CC4)C3)cn2)c1 (stereo not given)	5%	13%	3%	24%	15%	-13%	1.5%	-7%	0%
Cc1coc2cc3oc(=O)c(CCC(=O)N4C[C@H]5C[C@@H](C4)c4cccc(=O)n4C5)c(C)c3cc12	9%	1%	-3%	1%	-7%	-28%	4.1%	1%	1%
CN(CC(=O)Nc1cccc(F)c1)C(=O)c1ccccc1-n1cnnn1	-13%[57.1 µM]	1%	16%	-5%	5%	-6%	-2.2%	0%	0%
CCn1c(=N)c(C(=O)NC2CCCC2)cc2c(=O)n3cc(C)ccc3nc21	99%[activator]	1%	0%	-5%	36%[activator]	-20%	4.0%	-7%	14%
O=C(Nc1ccccc1C(=O)NCCc1ccccc1)c1ccco1	-13%	3%	177%[activator]	4%	9%[57.1 µM]	-14%	-0.2%	-1%	3%
Cc1cc(C)c(S(=O)(=O)Nc2ccc(C(N)=O)cc2)c(C)c1	-10%	9%	2%	-3%	-9%	-21%	1.2%	11%	0%
O=C(CSc1nc2ccccc2nc1N1CCCCC1)Nc1ccc(F)cc1	8%[57.1 µM]	-2%	15%&50%	16%	7%[57.1 µM]	-13%	0.0%	0%	-2%
Cc1[nH]c(=O)[nH]c(=O)c1S(=O)(=O)Nc1ccc(F)c([N+](=O)[O-])c1	2%	-19%	0%	-1%	14%	-17%	3.1%	0%	-4%
Cc1ccc(C)c(N2CCN(CCCNC(=O)Cn3cc4c(n3)CCC(C)C4)CC2)c1 (stereo not given)	1%[57.1 µM]	-5%	325%[activator]	-3%	4%[57.1 µM]	-16%	0.5%	0%	5%
O=C(/C=C/c1ccc(F)cc1)NCC1(c2ccccc2)CCOCC1	-5%	2%	-3%	2%	15%	-11%	1.8%	0%	0%
COc1ccc(NCC(O)COc2ccc(C(C)(C)C)cc2)cc1 (stereo not given)	-1%[57.1 µM]	2%	-1%	-20%	8%[57.1 µM]	-13%	0.3%	-5%	9%
Cc1ccc2oc(=O)c3cnn(CC(=O)N4CCCCCC4)c3c2c1	0%[57.1 µM]	-1%	23%	4%	12%[57.1 µM]	-2%	2.1%	1%	-6%
COc1ccccc1N(C)S(=O)(=O)c1ccc(C(=O)O)cc1	1%	u	-17%	-1%	6%	-13%	0.9%	8%	1%
COc1ccc(N2CCCC2=N)c(OC)c1	-1%	2%	366%[activator]	6%	34%	-19%	-1.7%	-3%	6%
O=C(Nc1cc([N+](=O)[O-])c2[nH]c(=O)c3ccccc3c2c1)C(F)(F)F	-3%[11.4 µM]	0%	3%	-9%	-17%[11.4 µM]	-3%	x	3%	4%
COc1ccccc1N(CC(=O)Nc1ccc(C)c(Cl)c1)S(=O)(=O)c1ccc(C)cc1	7%	3%	-15%	-7%	29%	-19%	0.9%	2%	-2%
C=CC(=O)NC(C)(C)Cc1ccccc1	0%[57.1 µM]	-4%	18%	8%	-11%[57.1 µM]	3%	3.4%	0%	-4%
CCOCCCNC(=O)Cn1nc(CC)n2c(cc3c(OC)cccc32)c1=O	58%[activator]	-3%	-11%	5%	3%	0%	0.6%	1%	-14%
O=C(COc1ccccc1C(=O)c1cnn(-c2ccccc2)c1)Nc1ccccc1	-10%&-4%	1%	-4%	8%&4%	15%[57.1 µM]	-14%	4.8%	-4%	-1%
CC(=O)C1=C(c2ccccc2)N(C(C)=O)n2c(nnc2C2CCCCC2)S1	3%[57.1 µM]	1%	-13%	-19%	-4%[57.1 µM]	u	4.9%	11%	u
COc1ccccc1-c1n[nH]c2c1[C@H](C)CC[C@H]2C(C)C	8%[57.1 µM]	-1%	-7%	-2%	-2%[57.1 µM]	-6%	-0.1%	0%	3%
CCOC(=O)c1ccc(NC(=O)CC2C(=O)N(c3ccccc3)C(=O)N2CCCOC)cc1 (stereo not given)	1%	2%	-7%	5%	18%	-1%	1.3%	-3%	1%
CCN1C(=O)[C@H]2[C@@H](c3ccc(-c4ccc(F)cc4)c(OC)c3)N3CCCC[C@@]3(C(=O)OC)[C@H]2C1=O	-2%	-14%	0%	-13%	1%	u	x	-4%	-28%
Cn1c(=O)c2c(nc(NCc3ccc4c(c3)OCO4)n2Cc2ccccc2)n(C)c1=O	3%[57.1 µM]	-4%	u	-8%	15%[57.1 µM]	3%	6.2%	u	0%
Cn1c(CN2CCCCC2)nc2cc(NC(=O)c3ccccc3)ccc21	6%	-4%	24%	-1%	14%	-11%	-1.1%	-7%	4%
COc1ccc(C(=O)c2ccccc2)c(OCC(=O)N(C)C)c1	0%	-9%	4%	-20%	20%	-17%	1.9%	-2%	15%
COc1cccc(/C=N/NC(=O)c2[nH]c(C)c(C(=O)N/N=C/c3cccc(OC)c3O)c2C)c1O	-17%	1%	0%	u	-21%	-24%	-1.1%	-15%	5%
Cc1ccc(NC2CCCN(C(=O)CCC(=O)c3ccccc3)C2)cc1C (stereo not given)	1%	3%	-15%	5%[56.9 µM]	15%	-24%	-1.7%	-1%	9%
COc1cc2c(cc1OC)C(C)N(C(=O)[C@@H](NC(=O)c1ccccc1)C(C)C)CC2 (stereo not given in full)	14%	7%	13%	10%[56.9 µM]	31%	-17%	2.5%	-22%	4%
CC1(C)CC(NC(=O)c2cccc([N+](=O)[O-])c2)CC(C)(C)N1	5%[57.1 µM]	0%	64%[activator]	8%	4%[57.1 µM]	-6%	1.4%	0%	5%
Cc1ccc(-c2nc(CS(=O)(=O)CC(=O)N3CCc4ccccc4C3)c(C)o2)cc1	5%[57.1 µM]	-7%	2%[57.4 µM]	-27%	1%[57.1 µM]	-9%	0.9%	-2%	-5%

Screens (PubChem BioAssay)

A portion of the library; rates above refer to the full screens.
